Screening results deposited in PubChem BioAssay by National Center for Advancing Translational Sciences (NCATS).
Epigenetic mod: qHTS Assay for Epigenetic Modulators. mouse C127i GFP locus derepression, cytometry, 30 h. Potency, µM (titrated, usually from 46.1 µM), without a hit: at the top dose GFP derepression (activation). 0.09% of 68,000 active; also: % of control where 0% means no effect
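Read-out is the number of GFP-positive cells, scored as fluorescent objects 20 to 120 um wide, reflecting derepression of a silenced CMV-GFP reporter in murine C127i cells after 30 h compound exposure at 37 C.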
BRCT PPI green: qHTS Assay for Inhibitors of BRCT-Phosphoprotein Interaction (Green Fluorophore) | AID 875, 2007 | Potency, µM (highest dose often 76.9 µM), for inactives: top-dose activity change, negative = inhibition, actives largely listed as inhibitors | BRCA1 BRCT-phosphopeptide binding, green fluorescence polarization | Breast cancer type 1 susceptibility protein (Homo sapiens), P38398 | 0.05% of 75,000 active;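 also: potency is read from the fitted curve at half-maximal effect; plate controls were peptide without protein for full effect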
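Fluorescence polarization: His-tagged BRCT (~35 kDa BRCA1 C-terminus, 250 nM) bound to 100 nM fluorescein-labeled phosphorylated 10-aa BACH1 peptide, pH 7.3 phosphate buffer with DTT and Tween 20. Compounds incubated 12 min at room temperature; inhibition read as lowered polarization.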
CRE Fsk mod: Cell signaling CRE-BLA (Fsk stim) | AID 662, 2007 | Potency, µM (series often up to 38.2 µM), for inactives: at the highest dose activity change, negative = inhibition, actives largely listed as activators | 2.5% of 71,000 active | CHO CRE-bla reporter (cAMP response element driving beta-lactamase), forskolin EC10, beta-lactamase ratio; active = well fitted activation curve with a large enough effect in the signal ratio, with a control signal flat, not every such curve was filed as active; inconclusive = small, poorly fitted or top-dose-only effect, or effect the other way, or a change in a side signal; the % refers to the signal ratio; also: potency is read from the fitted curve at half-maximal effect; % of control where 0% means no effect
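CRE-bla CHO cells stimulated with EC10 NKH 477 (water-soluble forskolin) and compound titrations, 3 h at 37C; beta-lactamase read with CCF4 after 2 h at room temperature. Activity from 460/530 nm emission ratio, AC50 values for positive or negative modulation.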
DNA Pol III inh: qHTS Assay for Inhibitors of DNA Polymerase III Holoenzyme System; reconstituted DNA polymerase III holoenzyme replication, biochemical; Potency, µM (doses to about 57.1 µM), for the others: at the top dose activity change, negative = inhibition; 0.25% of 71,000 active; AID 603, 2007; also: potency is read from the fitted curve at half-maximal effect; % is scaled to controls: 0 for no effect and ±100 for the full control effect
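Reconstituted *E. coli* holoenzyme (0.35 nM Pol III, 1 nM beta, 154 nM SSB, 2 nM primase) was preincubated with compound for 15 min at RT. Synthesis on 1.4 nM ssM13Gori ran 35 min, then was stopped with PicoGreen/EDTA and read as dsDNA fluorescence.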
BRCT inh red: qHTS Assay for Inhibitors of BRCT-Phosphoprotein Interaction (Red Fluorophore); 0.03% of 75,000 active; BRCT-phosphopeptide binding, red fluorescence polarization; Potency, µM (series often up to 76.9 µM), without a hit: at the highest dose activity change, negative = inhibition, hits mostly inhibitors; AID 892, 2007; also: % is scaled to controls: 0 for no effect and ±100 for the full control effect
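Rhodamine-labelled pBACH1 10-mer (100 nM) bound to BRCT domain (100 nM) at pH 7.3; compounds incubated 12 min room temperature, polarization read. Free peptide defines full inhibition; unlabelled decapeptide titrated as control.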
A350 fluor: qHTS Assay for Spectroscopic Profiling in A350 Spectral Region. Compound autofluorescence, 340/450 nm, Alexa 350 dye-equivalents; stronger effect = higher value. max dye-equivalent concentration, M. 11% of 59,000 active; in the data active = max dye-equivalent concentration above about 10 nM; inconclusive = mostly about 1.1 nM to 9.6 nM
Hsp90 Hop PPI: qHTS Assay for Disrupters of an Hsp90 Co-Chaperone Interaction. Hsp90 C-terminal peptide / TPR2A (Hop) interaction, human. AlphaScreen TPR2A-His6 binding biotin-Hsp90 C-terminal peptide. Potency, µM (top dose mostly 57 µM), inactives show top-dose activity change, negative = inhibition. 0.44% of 71,000 active. AID 595, 2007; active = well fitted curve in either direction with a large enough effect; inconclusive = small, poorly fitted or top-dose-only effect, or another doubt; also: potency is read from the fitted curve at half-maximal effect; % is scaled to controls: 0 for no effect and ±100 for the full control effect; many of its hits are not listed in these tables
UbGFP stabilizer: Ubiquitin-GFP Assay. Ubiquitin-GFP reporter cells, proteasome inhibition, GFP fluorescence; response scale: untreated = 0%, 10 µM MG-132 = 100%. Potency, µM (top dose mostly 45.9 µM), inactives show at the highest dose activation (GFP accumulation), usual class: activators. 67,000 tested, under 10 active. AID 526, 2006; active = well fitted activation curve with a large enough effect, not every such curve was filed as active; inconclusive = small, poorly fitted or top-dose-only effect, or another doubt; inactive = no such curve, though single readings can be large or run the other way; also: potency is read from the fitted curve at half-maximal effect
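U2OS Ub(G76V)-GFP reporter; O/N plating, 0.5% FBS; cpd 46 uM–2.9 nM, 4 h, 37 °C; GFP+ cell count, 488/515 nm; norm. to basal vs 10 uM MG-132; CRC fit.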
ALOX15 inhib: qHTS Assay for Inhibitors of 15-hLO (15-human lipoxygenase). 1.4% of 74,000 active. Potency, µM (titrated, usually from 57.1 µM), for the others: at the highest dose activity change, negative = inhibition, hits mostly inhibitors. purified 15hLO-1, xylenol orange hydroperoxide absorbance. Polyunsaturated fatty acid lipoxygenase ALOX15 (Homo sapiens), P16050. AID 887, 2007; also: potency is read from the fitted curve at half-maximal effect; % is scaled to controls: 0 for no effect and ±100 for the full control effect; nearly all actives have a fitted effect of over 55% in size
Target sequence (P16050 whole entry, looked up): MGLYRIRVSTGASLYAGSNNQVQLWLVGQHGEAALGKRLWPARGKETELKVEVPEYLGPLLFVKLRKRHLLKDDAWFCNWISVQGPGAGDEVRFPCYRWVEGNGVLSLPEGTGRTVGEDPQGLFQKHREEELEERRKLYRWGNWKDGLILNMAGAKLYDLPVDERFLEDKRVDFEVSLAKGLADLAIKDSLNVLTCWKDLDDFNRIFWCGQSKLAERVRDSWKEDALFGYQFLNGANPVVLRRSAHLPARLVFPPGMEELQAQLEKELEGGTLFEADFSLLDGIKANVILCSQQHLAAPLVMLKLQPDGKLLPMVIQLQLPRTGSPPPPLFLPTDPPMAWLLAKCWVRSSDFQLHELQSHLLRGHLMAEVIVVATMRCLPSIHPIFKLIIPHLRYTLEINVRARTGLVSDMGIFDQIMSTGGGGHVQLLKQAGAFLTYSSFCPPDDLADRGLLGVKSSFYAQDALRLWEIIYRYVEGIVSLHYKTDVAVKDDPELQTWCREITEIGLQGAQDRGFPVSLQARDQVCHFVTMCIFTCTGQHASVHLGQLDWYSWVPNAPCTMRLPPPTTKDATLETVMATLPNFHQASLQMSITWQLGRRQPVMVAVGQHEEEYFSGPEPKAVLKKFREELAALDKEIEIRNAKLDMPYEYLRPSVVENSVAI
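Hydroperoxide formed from arachidonic acid (50 uM) by purified human 15hLO-1 (40 nM) oxidizes ferrous iron, and the ferric-xylenol orange complex is read at 573 versus 405 nm. Compounds were preincubated 15 min; reaction ran 6 min at room temperature.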
4MU fluor: qHTS Assay for Spectroscopic Profiling in 4-MU Spectral Region; max dye-equivalent concentration, M; compound autofluorescence, 340/450 nm, 4-MU equivalents; stronger effect = higher value; AID 589, 2007; 11% of 59,000 active; in the data active = max dye-equivalent concentration above about 10 nM; inconclusive = mostly about 1.1 nM to 9.6 nM
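Compounds in 100 mM Tris, pH 8.0, incubated 15 min at room temperature, then fluorescence read at 340 nm excitation/450 nm emission. Signal converted to 4-MU dye-equivalent concentration using an on-plate six-point 4-MU standard curve.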
HBB splice mod: qHTS Assay for Modulators of Hemoglobin Beta Chain Splicing; HBB splicing reporter cell assay, activation; EGFP reporter with mutant IVS2-654 intron; response scale: normalised to 500 nM splice-correcting PNA; Potency, µM (top dose mostly 46.1 µM), for the others: at the highest dose activation, actives largely listed as activators; 0.06% of 65,000 active; also: potency is read from the fitted curve at half-maximal effect; 0% is about no effect
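Compounds were applied for 2 days to HeLa EGFP-654 cells, 500/well in Optimem with 2% FCS. The reporter's EGFP is disrupted by mis-splicing of beta-globin intron IVS2-654. Readout: summed well GFP fluorescence from 488 nm laser scanning; reference was 500 nM antisense […] 654 PNA.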
Active calls of the source: *; i = inactive; ? = inconclusive; nt = no result given; [ ] = another dose, or the depositor's remark. Unless noted, calls follow the shape of the dose curve; as a rule, active = well fitted curve in the direction sought with a large enough effect; inconclusive = small, poorly fitted or top-dose-only effect, or another doubt; inactive = no such curve, though single readings can be large; an effect the other way counts as inactive or inconclusive.

Values run as follows: Epigenetic mod | BRCT PPI green | CRE Fsk mod | DNA Pol III inh | BRCT inh red | A350 fluor | Hsp90 Hop PPI | UbGFP stabilizer | ALOX15 inhib | 4MU fluor | HBB splice mod
CCCC(=O)NC(C)c1nc2ccccc2n1CC (configuration not stated)
  nt | 0.9% | -8% | -11% | 1.4% | nt | -4% | 4% | 3% | nt | -1.0%
Cc1ccc(CNC(=O)C2CCCN(c3nc4ccccc4o3)C2)cc1 (configuration not stated)
  3% | -2.0% | -7% | 1% | 0.5% | nt | 2% | 1% | -1% | nt | -0.5%
CCN(CC)C(=O)C1CCCN(Cc2ccccc2C(F)(F)F)C1 (configuration not stated)
  0% | -0.8% | ? | -2%[11.4 µM] | 1.5% | nt | 3%[11 µM] | 13%[9.17 µM] | -8%[11.4 µM] | nt | 1.2%[0.0738 µM]
COc1ccc2[nH]cc(CCNc3nc(-c4ccc(N(C)C)cc4)nc4ccccc34)c2c1
  2%[9.22 µM] | 5.7% | ? | -2% | -1.6% | i | ? | 8% | ? | i | 2.2%
O=C(Nc1cccnc1N1CCOCC1)c1ccco1
  0% | -0.2% | ? | 1% | 1.1% | ? | ? | -4% | -12% | ? | 1.3%
CCOC(=O)c1[nH]c(C)c(C(=O)N2CCOCC2)c1C
  -2% | -0.7% | -3% | 0% | 0.7% | nt | -9% | 3% | ? | nt | 0.2%
COc1ccc(CCNC(=O)c2cnn(-c3ccc(C)c(C)c3)c2NC(=O)c2ccco2)cc1OC
  -3% | -0.3% | -10% | -3% | 0.6% | i | -1% | -7% | -3% | i | -0.2%
CCCC(=O)Nc1ccc(Cl)c(NC(=O)c2ccc(Br)o2)c1
  6% | -2.1% | 25% | -2% | -0.6% | i | -3% | -3% | 0% | i | 0.0%
COc1ccc(Cl)cc1NC(=O)CSc1nnc(Cc2cccn2C)n1-c1ccc(F)cc1
  nt | 0.6% | ? | 3% | -1.3% | nt | -2%[2.3 µM] | 3% | -27% | nt | -0.5%
Cc1ccc2cc(CN(CCCO)S(=O)(=O)c3cccc4nsnc34)c(=O)[nH]c2c1C
  3% | -0.4% | 12% | -4% | 0.9% | i | -4% | -3% | 8% | i | 0.3%[57.5 µM]
COC(=O)c1sc(=S)n(-c2cc(F)ccc2F)c1N
  0% | -1.8% | ? | -5% | -1.8% | i | -9% | nt | ? | i | -1.2%[0.369 µM]
NC=O
  nt | -1.6% | -3% | -3% | -0.7% | nt | -3% | nt | -6% | nt | 0.3%
Cc1ccccc1S(=O)(=O)Cc1ccc(C(=O)NCCN2CCN(Cc3ccccc3)CC2)o1
  -3% | -0.2% | ? | -6% | -0.9% | i | -1% | -10% | -2% | i | 2.9%
Cc1cc(C(=O)O)ccc1[C@H](N)C(=O)O
  -1% | -0.6% | ? | -1% | 1.0% | nt | -7% | 7% | -5%[25.6 µM] | nt | nt
CCC(C)OC(=O)n1ccc(C(=O)Nc2nccs2)n1 (configuration not stated)
  2% | -1.2% | -10% | 2% | -0.3% | i | -4% | -3% | 5% | i | 0.0%[57.5 µM]
CCn1c(SCC(=O)C(C)(C)C)nnc1-c1ccccn1
  0% | 0.0% | 1% | -2% | 0.0% | i | -10% | 0% | 6% | i | 1.3%
COc1ccc(C(=O)N/N=C2/C(=O)c3c(C)cc(C)cc3CC2(C)C)cc1
  3%[9.22 µM] | 1.0%[15.4 µM] | ? | -7%[11.4 µM] | -0.1%[15.4 µM] | i | ? | -7%[9.17 µM] | 10%[11.4 µM] | i | 3.5%[9.22 µM]
COC(=O)c1cc2c(s1)-c1ccccc1OC2
  -3% | -1.2% | ? | -3% | 0.9% | nt | ? | 12% | -6% | nt | -0.5%
COc1ccc(S(=O)(=O)NCc2ccc(C(=O)O)cc2)cc1
  2% | 0.6% | 8% | -4% | -0.5% | i | 0% | 1% | 3% | i | -0.7%[57.5 µM]
Cc1ccc(-n2c(=O)cc(N3CC(C)CC(C)C3)[nH]c2=O)cc1 (configuration not stated)
  0% | -1.5% | ? | 2% | 1.8% | i | -3% | 8% | 5% | i | -0.4%
OCCSc1nc(-c2cccnc2)nc2ccccc12
  -2% | 1.7% | 6.3µM* | -10% | -1.3% | i | -2% | -11% | 7% | i | 1.4%[1.84 µM]
O=c1sc(Nc2ccccc2)nc2ccsc12
  -1% | -0.6% | ? | 6% | -2.0% | ? | 2% | 9% | ? | ? | -2.9%
CN=C1CC(C)(C)CC(=O)/C1=C(/O)CCC(=O)NC
  0% | -3.8% | -3% | -1% | -0.1% | i | 1% | -6% | 10% | i | 0.3%
O=C(NC1CCCCCC1)c1cc2n(n1)C(C(F)(F)F)CC(c1ccco1)N2 (configuration not stated)
  -1% | -1.5% | 1% | -2% | 0.0% | i | -3% | 1% | -2% | i | -3.0%
O=C(Nc1ccc(S(=O)(=O)N2CCCCC2)cc1)c1cnccn1
  2% | 0.7% | 5% | -2% | -0.5% | i | -5% | ? | 8% | i | -3.0%
COc1ccc(C(c2sc3nc(C)nn3c2O)N2CCN(Cc3ccccc3)CC2)cc1OC (configuration not stated)
  nt | 1.8% | -7% | -1% | -2.1% | nt | ? | -4% | 16% | nt | -0.5%
COc1ccc(CCC(=O)N2CCc3ccccc32)cc1
  -3% | -1.2% | -7% | 12% | -0.8% | i | 25% | 1% | -5% | i | -0.4%
c1ccc2sc(NC3=NCN(Cc4ccc5c(c4)OCO5)CN3)nc2c1
  -1% | -3.7% | -9% | -2% | -1.6% | ? | -7% | -3% | -11% | i | 0.5%
COc1cccc(-n2nnc3c(=O)n(CC(=O)NC4CCCC4)cnc32)c1
  3% | -1.4% | 32% | -1% | 0.8% | i | 3% | 3% | 0% | i | 2.0%[1.84 µM]
Cc1cccc(OCC(=O)N2CCN(C(=O)Cc3ccccc3)CC2)c1
  5% | -0.9% | -4% | -5% | 0.6% | nt | 0% | 6% | 7% | nt | -3.0%
O=C(Nc1ncc(Br)s1)C1CCCN1S(=O)(=O)c1cccc2cccnc12 (configuration not stated)
  -2% | -0.6% | 4% | -6% | 0.5% | nt | 1% | -8% | 2% | nt | -0.8%
CN(C)C(=O)c1ccc(-c2nc(Nc3ccc(F)cc3)c3ccccc3n2)cc1
  -3%[9.22 µM] | 0.6% | 4µM* | -2% | 0.9% | ? | -3% | -1% | -11% | ? | -1.1%
CCN=c1scc(C)n1/N=C/c1ccsc1
  1% | -0.6% | -8% | 0% | -1.0% | ? | -27% | 3% | 0% | ? | -2.2%
CCc1cccc2c(=O)c(C(=O)NCCN3CCOCC3)c[nH]c12
  3% | 0.6% | 10% | 1% | -1.4% | i | -3% | -4% | 12% | i | -0.3%[57.5 µM]
O=C(Cc1ccccc1)NCCn1ccc2ccccc21
  nt | -2.4% | -9% | 1% | -2.2% | nt | -5% | 2% | 3% | nt | -0.5%
CCOC(=O)c1c(C)[nH]c(C(=O)Cn2nnc(-c3ccccc3)n2)c1C
  1% | -0.1% | ? | -4% | 1.6% | i | -3% | -3% | -19% | i | -1.2%
O=C(c1cc2nc3c(c(C(F)(F)F)n2n1)CCc1ccccc1-3)N1CCN2CCCC2C1 (configuration not stated)
  -2% | -1.6% | ? | -6% | 0.0% | ? | ? | 27% | -8% | ? | 0.8%
CNC(=O)C(Sc1ccccc1)c1ccccc1 (configuration not stated)
  -3% | -0.8% | ? | -8%[11.4 µM] | -1.2% | nt | -9%[11 µM] | ? | -3%[11.4 µM] | nt | -1.7%[0.0738 µM]
COc1ccc(CC(=O)N2CCN=C2SC)cc1
  -3% | -1.6% | 2% | 0% | -2.3% | nt | 0% | 3% | 2% | nt | -0.3%
CC1CN(C(=O)c2cc(F)c(F)cc2Cl)CC(C)O1 (configuration not stated)
  -2% | -0.1% | 12% | -4% | 0.9% | i | -4% | -3% | -5% | i | -1.8%
CN(C)S(=O)(=O)N1CCN(CC(O)COc2ccc(C(=O)c3ccccc3)cc2)CC1 (configuration not stated)
  0% | 1.0% | -11% | -2% | -2.6% | i | -4% | -3% | -13% | i | -2.2%

Compounds as they come, and some 12% of all compounds hit somewhere here.
